Assay outcomes as filed in PubChem.
GPR55 antagonists = inhibition of LPI-stimulated GPR55 beta-arrestin translocation – imaging, U2OS, beta-arrestin-GFP, LPI agonist, primary screen (AID 2013). U2OS GPR55 beta-arrestin-GFP translocation imaging, LPI antagonism; higher % means a stronger effect. inhibition, % at 10 µM; hits with a dose series show IC50 in µM. actives 0.13% (n = 290,000);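 active = spots per cell inhibited over 60%, with over 100 cells counted and total cytoplasm intensity under 500,000; inconclusive = wells with under 100 cells, flagged as likely toxic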;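 also: U2OS cells stably carrying GPR55 and arrestin-GFP stimulated by 5 µM LPI near EC80; imaged beta-arrestin-GFP aggregate spots per cell after agonist stimulation; plate controls were LPI-stimulated DMSO wells for no effect and DMSO wells without LPI for full effect; some results filed as inactive read as strong as hits; confirmed hits need IC50 under 10 µM and bright autofluorescent wells are also inconclusive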
GPR55 beta-arrestin = selective activators of receptor GPR55 – imaging, U2OS cells, beta-arrestin-GFP redistribution, primary screen (AID 1961) | U2OS GPR55 beta-arrestin-GFP redistribution imaging; higher % means a stronger effect | activation, % at 10 µM, or EC50 in µM where a hit was titrated | actives 0.048% (n = 290,000);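 active = activation above 40% with more than 50 cells counted in the well; inconclusive = wells holding fewer than 50 cells, flagged as toxic or sparse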;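 also: U2OS osteosarcoma cells stably expressing GPR55 and beta-arrestin-GFP; plate controls were DMSO negative control for no effect and LPI positive control for full effect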
NTR1 agonist = NTR1-driven beta-arrestin-GFP spot formation – imaging, U2OS cells, high content, primary screen (AID 493036); actives 0.17% (n = 330,000); P30989; activation, % at 20 µM; agonist mode;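 active = activation at or above 40% of the spot to cytoplasm intensity ratio, with at least 20 cells analyzed; inconclusive = wells under 20 cells, flagged as cytotoxic or low count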;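 also: 0% = DMSO without peptide and 100% = 100 nM NTR1 peptide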
Target sequence (P30989 whole entry, looked up): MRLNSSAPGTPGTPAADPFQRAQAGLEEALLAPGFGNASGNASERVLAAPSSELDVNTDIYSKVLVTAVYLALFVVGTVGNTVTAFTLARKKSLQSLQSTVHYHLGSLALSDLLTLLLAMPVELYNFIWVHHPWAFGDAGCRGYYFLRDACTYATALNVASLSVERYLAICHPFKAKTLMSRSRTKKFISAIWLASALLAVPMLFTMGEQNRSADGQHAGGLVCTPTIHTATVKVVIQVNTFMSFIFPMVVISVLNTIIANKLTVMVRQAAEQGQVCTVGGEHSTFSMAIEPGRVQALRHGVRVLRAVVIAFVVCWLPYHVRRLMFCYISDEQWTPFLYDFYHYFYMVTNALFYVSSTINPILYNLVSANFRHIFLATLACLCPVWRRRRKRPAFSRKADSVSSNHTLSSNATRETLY
MgcRacGAP inhibition = MgcRacGAP GTPase-activating activity inhibitors, confirmation, biochemical, ADP Hunter fluorescence | MgcRacGAP-stimulated Rac1 GTP hydrolysis, ADP Hunter fluorescence; higher % means a stronger effect; GST-tagged Rac1 F28L mutant substrate | actives 0.6% (n = 340,000) | AID 624330 | one-dose inhibition, % at 30 µM; IC50 in µM for titrated hits;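 active = first-screen hits whose inhibition reached a set limit at any dose in the follow-up dose series; inconclusive = inhibition above the set first-screen limit but never retested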;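 also: fluorescence reports GDP produced by GAP-driven GTP hydrolysis; strong numbers were not always called active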
NS5 inhibitors = flavivirus cap methylation enzyme inhibition – biochemical, confirmation dose response, primary screen (AID 588689); Dengue-2 NS5 methyltransferase capping enzyme assay, biochemical; higher % means a stronger effect; inhibition, % at 25 µM, or IC50 in µM where a hit was titrated; actives 0.3% (n = 340,000); in the data active = a potency from the dose series; inconclusive = inhibition above about 29% without an active follow-up result
GPR35 arrestin U2OS = GPR35 antagonists blocking zaprinast-driven arrestin recruitment, primary screen, imaging, U2OS, beta-arrestin-GFP, zaprinast agonist (AID 2058). one-dose inhibition, % at 10 µM; IC50 in µM for titrated hits. U2OS GPR35 beta-arrestin-GFP translocation imaging, zaprinast antagonism; higher % means a stronger effect. actives 0.052% (n = 290,000);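 active = inhibition of at least 50% with at least 30 cells and total cytoplasm GFP at most 10,000,000; inconclusive = under 30 cells or total GFP of 10,000,000 plus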
Yfh1-depleted yeast = mitochondrial function rescue without frataxin homolog – Friedreich's ataxia, plus single-dose screen, dose response (AID 1465); one-dose fold induction at 50 µM; EC50 in µM for titrated hits; S. cerevisiae Yfh1-off respiration, WST-1 reduction, 72 h; higher fold induction means a stronger effect; actives 0.074% (n = 220,000);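 active = fold induction of absorbance versus untreated yeast above a set limit, then at least 30% activation at any dose in follow-up; inconclusive = repeats straddling the limit, or above it without dose testing; inactive = fold induction below the set limit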;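 also: activators that raise dye reduction in frataxin-depleted yeast; strong numbers were not always called active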
SV40 large T antigen = SV40 large T antigen inhibitors, biochemical (AID 1903) | one-dose inhibition, % at 20 µM; IC50 in µM for titrated hits | SV40 large T antigen ATPase/helicase inhibition assay; higher % means a stronger effect | actives 0.39% (n = 310,000); in the data active = a potency from the dose series; inconclusive = inhibition mostly from about 32% at the one dose, without a potency; inactive = the rest, 99 in 100 with inhibition below about 32%; also: strong numbers were not always called active
AID2073 = disruptors of CaV2.2 binding to Mint1 – biochemical, HTRF (AID 2073); HTRF protein-protein interaction, Mint1-CaV2.2; higher % means a stronger effect; one-dose inhibition, % at 20 µM; IC50 in µM for titrated hits; actives 0.19% (n = 290,000); in the data active = inhibition mostly above about 51%, no sharp cut-off; inconclusive = no clear call, values can overlap the other calls; inactive = mostly below about 53%; also: some results filed as inactive read as strong as hits
NTR1 agonist cell count 20 µM = also measured in NTR1 agonist; calls as there; cell count; measured here: cell count, cytotoxicity flag
NS5 inhibitors pilot replicate = further read-out of NS5 inhibitors, marked with its call; inhibition, %; measured here: pilot screen replicate inhibition
Starred values were filed as active, the others as inactive; i = inactive; ? = inconclusive; . = no result given.

SMILES	GPR55 antagonists	GPR55 beta-arrestin	NTR1 agonist	NTR1 agonist cell count 20 µM	MgcRacGAP inhibition	NS5 inhibitors	GPR35 arrestin U2OS	Yfh1-depleted yeast	SV40 large T antigen	AID2073	others
CN(C)S(=O)(=O)c1ccc(Cl)c(NC(=O)COC(=O)CN2C(=O)C3CCCCC3C2=O)c1 (stereo not drawn)	6%	-0.6%	0.9	59	9%	0%	-3%	i	-4%	-4%
CCc1c(C)n([O-])c2c([n+]1=O)CCC2	8%	-0.2%	0.1	51	-4%	-5%	-5%	i	3%	9%
Cc1cc(C)cc(N2C(=O)CCN(Cc3ccccc3)C2=O)c1	23%	-0.2%	0.5	44	3%	2%	55%	i	11%	-2%
CC(=O)Nc1ccc(NC(=S)NC(=O)/C=C/c2ccccc2)cc1	-2%	-0.2%	-1.3	89	-2%	.	-3%	i	5%	9%
CCOC(=O)c1c(NC(N)=O)sc(C)c1C	-6%	-0.1%	1.0	77	1%	-1%	-3%	i	3%	-5%	NS5 inhibitors pilot replicate=-2.4
Cc1ccc(-c2nnnn2-c2ccccc2C(=O)O)cc1	.	.	0.2	48	10%	2%	.	.	16%	.
CN1CCN(C2CCN(c3cccc(Cl)c3)CC2)CC1CCO (stereo not drawn)	-3%	-0.1%	0.9	71	-1%	-7%	8%	.	7%	-2%	NS5 inhibitors pilot replicate=-5.5
O=C(CN1C(=O)c2ccccc2S1(=O)=O)c1cccc(Br)c1	18%	-0.1%	0.9	51	6%	-8%	1%	.	16%	4%
CN1CCC(N(C)S(=O)(=O)c2ccc(NC(=O)COc3cccc(Cl)c3)cc2)CC1	.	.	0.6	66	5%	6%	.	.	5%	.
COc1cc2ccccc2cc1C(=O)Nc1ccccc1N1CCCC1	.	.	5.8	51	5%	-1%	.	.	11%	.
Cc1cc(-c2nc(C)c(C(=O)NNS(=O)(=O)c3ccc(Cl)cc3Cl)s2)no1	6%	-0.2%	0.0	40	4%	-5%	-4%	i	2%	5%
O=C(O)/C=C/C(=O)Nc1ccc(SC(F)(F)F)cc1	8%	-0.2%	-1.4	94	7%	-1%	-3%	i	6%	6%
Cc1noc(NS(=O)(=O)c2ccc(NC(=O)C(C)(C)C)cc2)c1C	11%	-0.1%	-1.5	87	1%	-3%	7%	.	10%	16%
CC1(C)Cc2c(sc(NC(=O)c3ccco3)c2C(=O)O)CO1	4%	-0.1%	0.4	36	4%	-3%	1%	i	5%	16%
O=C(NC1CC1)C1=C[C@@H](c2ccc(Br)cc2)C[C@@H](OCCCCO)O1	0%	1.3%	0.1	56	10%	-4%	2%	i	6%	-2%
CCC(C)NC(=O)c1ccc(NC(=O)C2CCCO2)cc1 (stereo not drawn)	9%	0.2%	-1.3	72	-2%	-8%	-3%	i	21%	11%
O=C(CCNC(=O)c1ccc([N+](=O)[O-])cc1)Nc1ccc(S(=O)(=O)N2CCOCC2)cc1	.	.	-0.8	71	5%	2%	.	.	15%	.
CCOC(=O)C1CCN(Cc2nnnn2CCc2ccccc2)CC1	-1%	0.5%	-0.3	79	10%	-11%	15%	i	2%	-11%
C=CCNC(=O)c1ccc(NC(=O)C2=CSCCO2)cc1	-18%	-0.3%	0.2	71	9%	-2%	-12%	.	12%	13%
O=S(=O)(c1ccc(F)cc1)N1CCN=C1SCc1cccnc1	5%	-0.3%	-1.2	106	12%	2%	-17%	i	-7%	-3%
Oc1ccc(C=Nc2cccc3ncccc23)c(O)c1	8%	-0.1%	-1.4	82	12%	5%	-1%	i	10%	30%
CCOC(=O)c1[nH]c2ccc(F)cc2c1N=C(C)N(CC)CC	2%	0.0%	2.2	32	5%	3%	-1%	i	18%	-1%
O=S(=O)(c1ccc(-n2cnnn2)cc1)N(C1CCCCC1)C1CCCCC1	4%	-0.2%	7.0	74	-2%	-5%	5%	i	6%	3%
CN(C(=O)Nc1ccc(S(=O)(=O)N(C)C)cc1)C1CCCCC1	-3%	-0.1%	-1.2	92	6%	-4%	-21%	i	-5%	1%
CCn1c(=O)c2cc(C(=O)NC(C)C)sc2c2ccccc21	-3%	0.2%	1.4	53	18%	-8%	-14%	i	8%	8%
COC(=O)c1c(NC(=O)CCS(=O)(=O)c2ccccc2)sc2c1CCN(C)C2	-2%	-0.1%	-0.5	59	9%	-5%	-1%	.	8%	18%
O=C(/C(=C/c1ccccc1)n1cncn1)c1ccc(Cl)cc1Cl	11%	1.1%	4.3	51	150µM*	-18%	7%	i	21%	11%
Cc1cccc(NC(=O)c2ccc3c(c2)OCCO3)c1	-7%	0.2%	1.6	60	8%	1%	-6%	.	.	17%
CNC(=S)N/N=C/c1ccc(-c2cccc(C(=O)O)c2)o1	-4%	-0.1%	1.9	60	12%	-3%	-5%	i	17%	?
CSC1=N/C(=C/c2cccnc2)C(=O)N1Cc1ccc(Cl)cc1	-2%	0.2%	2.3	56	10%	-11%	3%	i	7%	7%
COC(=O)CNC(=O)C1(C)C=CCN1C(=O)c1ccccc1 (stereo not drawn)	5%	-0.1%	-1.1	52	3%	5%	-2%	i	10%	-2%
Cc1ccc(C)c(NC(=S)/C(=C(\[O-])c2ccc(Cl)s2)[n+]2ccccc2)c1	8%	-0.3%	3.1	43	9%	-12%	0%	i	5%	41%
Cn1nnnc1SCCNC(=O)C1CCC(=O)N(CCc2cccc(F)c2)C1 (stereo not drawn)	-12%	-0.2%	1.4	69	4%	-2%	11%	.	11%	11%
Cc1ccc(S(=O)(=O)N/N=C(\c2ccccc2)C2CC2)cc1	-1%	2.7%	0.0	42	0%	3%	11%	.	5%	?
COc1ccccc1/C=C1\SC(=O)N(CCC(=O)N(C)C2CCS(=O)(=O)C2)C1=O (stereo not drawn)	15%	-0.1%	0.2	53	12%	7%	8%	.	7%	7%
COc1ccc(CN(CCCN2CCOCC2)C(=O)Nc2ccccc2)cc1OC	12%	-0.2%	1.0	75	13%	1%	1%	i	13%	-6%
CCNS(=O)(=O)c1ccc(NC(=O)c2ccccc2SCCOC)cc1	-3%	-0.3%	0.0	39	4%	-7%	-2%	i	1%	11%
COCC(=O)N1CCCC(C(=O)c2ccc(Oc3ccccc3)cc2)C1 (stereo not drawn)	7%	-0.1%	0.7	43	-3%	-4%	4%	i	10%	-3%
Cc1cc(C)c2cc(C(=O)N3CCC(N4CCCCC4)CC3)[nH]c2c1	29%	0.3%	0.5	57	7%	-9%	2%	.	4%	6%
Fc1ccccc1Cn1nnc2c(NCCc3ccccn3)ncnc21	4%	0.2%	1.4	66	6%	-8%	-4%	i	4%	-12%
COC(=O)c1ccc2nc(C)cc(Nc3ccc(N(C)C)cc3)c2c1	6%	0.7%	1.1	47	?	-8%	2%	.	?	-17%
CN(CC(=O)O)S(=O)(=O)c1ccc2oc3ccccc3c2c1	-9%	0.2%	0.9	59	7%	1%	32%	.	12%	10%
Cc1cc(C)cc(N(CC(=O)N2CCC(C)CC2)S(=O)(=O)c2ccccc2)c1	6%	-0.2%	2.5	103	6%	-8%	12%	i	2%	-14%
COCCNC(=O)C1CCN(Cc2cccc(OCc3ccccc3)c2)CC1	6%	0.4%	0.6	59	26%	-1%	-3%	.	19%	4%
COCc1nnc(NC(=O)CCN2C(=O)c3ccccc3C2=O)s1	-4%	-0.2%	0.4	64	4%	-6%	5%	i	-1%	-2%
Cc1cccc(OCC2Cn3c(nc4c3c(=O)[nH]c(=O)n4C)O2)c1 (stereo not drawn)	-1%	-0.1%	-0.9	61	0%	3%	4%	.	13%	-7%	NS5 inhibitors pilot replicate=0.0
CCN1C(=O)c2ccc(-c3nc4ccccc4c(=O)o3)cc2C1=O	4%	-0.1%	-0.2	56	5%	-6%	-10%	.	7%	28%
COc1ccc(Cl)cc1N(C)C(=O)CCNC(=O)Cn1cnc2ccccc2c1=O	-3%	0.0%	2.9	47	3%	-3%	-17%	i	3%	-13%
Nc1ccc(C(=O)NCC2(c3ccccc3)CCCC2)cc1	2%	0.0%	0.5	58	8%	-1%	4%	i	5%	-2%
Cn1c(C(=O)N[C@@H](Cc2ccccc2)C(=O)NCCC(=O)O)cc2cc(Cl)ccc21	2%	1.2%	-1.5	104	1%	-20%	-1%	.	5%	14%
COCCNC(=O)CSc1nc2ccccc2c(=O)n1CC1CCCO1 (stereo not drawn)	0%	-0.1%	1.7	84	4%	-1%	-7%	i	0%	-1%
NNC(=O)c1cccc(COc2ccc3c(c2)CCC3)c1	-1%	0.2%	0.9	38	9%	-1%	0%	i	4%	-11%
Cc1ccc([N+](=O)[O-])cc1NC(=S)NC(=O)C(C)(C)C	5%	-0.1%	0.2	50	9%	-4%	1%	i	-25%	-11%
CCOc1ccc(NC(=O)NNC(=O)C2CCC(C(C)(C)C)CC2)cc1 (stereo not drawn)	-5%	0.2%	1.9	35	6%	3%	-11%	i	14%	-9%
Cc1cc(C)c2sc(NC(=O)c3ccc([N+](=O)[O-])o3)nc2c1	-6%	0.7%	5.0	75	5%	6%	-4%	.	3%	6%
Cc1cc(C(=O)COC(=O)c2ccc(Cl)c(S(N)(=O)=O)c2)c(C)n1C1CC1	.	.	2.6	50	9%	-12%	.	.	22%	.
Cc1cc2[nH]c(=O)c(=O)[nH]c2cc1S(=O)(=O)N1CCN(c2cccc(Cl)c2)CC1	5%	-0.3%	29	38	7%	4%	-3%	.	.	13%
CCc1c(-c2ccccc2)[n+](=O)c2c(n1[O-])CCC2	19%	0.3%	-1.0	30	3%	12%	2%	i	5%	13%
COc1ccccc1NC(=O)N1CCC(NC(=O)C(Cc2ccccc2F)NC(C)=O)CC1 (stereo not drawn)	10%	-0.2%	17	54	4%	-6%	-1%	.	12%	9%
COc1ccc(/C=C/c2nc(-c3ccccc3O)n[nH]2)cc1	4%	-0.2%	6.7	73	-1%	-6%	1%	i	6%	2%
CCSC1=C(C#N)C(c2ccccc2Cl)C(C(=O)c2cccs2)C(O)(C(F)(F)F)N1 (stereo not drawn)	0%	0.1%	1.3	96	10%	-7%	10%	i	-4%	2%

An unsorted share of the library; overall some 1.7% were active at least once.
